Screening results from PubChem.
Pin1 inhibitor: blocks the human prolyl isomerase Pin1 | AID 504891 | Pin1 FP peptide displacement, HiFluor488, 10 min | hit rate 0.009% among 390,000 | Potency, µM (top dose mostly 115 µM), without a hit: at the highest dose activity, negative = inhibition, actives largely listed as inhibitors | Q13526; active = well fitted inhibition curve with a large enough effect in the polarisation, with a control signal flat, not every such curve was filed as active; inconclusive = small, poorly fitted or top-dose-only effect, or effect the other way, or a change in a side signal; inactive = no such curve, though single readings can be large or run the other way; the % refers to the polarisation; note: potency is the fitted concentration of half-maximal effect; % is set by controls: 0 for no effect and ±100 for the full control effect
GLS inhibitor: inhibitors of human glutaminase (GLS). GLS enzymatic activity, qHTS titration. Potency, µM (top dose mostly 45.5 µM), for the others: at the top dose activity change, negative = inhibition, hits mostly inhibitors. hit rate 0.21% among 410,000. O94925; note: potency is the fitted concentration of half-maximal effect; % is set by controls: 0 for no effect and ±100 for the full control effect
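hKGA in 45 mM KH2PO4 (pH 8.2), 0.02% Tween-20 with compound, then 1mM L-Glutamine (stock as added) plus glutamate oxidase/HRP/Amplex red coupling mix. Fluorescence read initially and after 30 min at RT; signal change reflects glutamate formation.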
Tb PGK inh: blocks T. brucei phosphoglycerate kinase; P07378; PGK/GAPDH coupled, Kinase-Glo luminescence, 60 min; Potency, µM (series often up to 57.5 µM), without a hit: at the highest dose activity change, negative = inhibition, hits mostly inhibitors; hit rate 0.043% among 380,000; AID 602233; note: potency is the fitted concentration of half-maximal effect; % is set by controls: 0 for no effect and ±100 for the full control effect; nearly all actives have a fitted effect of over 60% in size
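Luminescent ATP detection (Kinase-Glo Plus) follows a 60-minute room-temperature incubation, with wells lacking PGK as controls. Buffer: 100 mM TEA (pH 7.6), 5 mM MgCl2, 0.01% Tween-20. Coupling enzyme GAPDH (100 nM final) supplies unstable 1,3-BPG in-well.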
PI4K2A inh: inhibitors of human PI4K2A | Q9BTU6 | purified PI4K2A, ADP-Glo luminescence, 1 h; active compounds read low | activity change, negative = inhibition, % at 76.9 µM | hit rate 0.13% among 420,000 | AID 1346378; in the data active = activity change below about -50%; inconclusive = mostly about -30% to -49%;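 note: -100% = wells without enzyme as full effect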
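Compounds are screened against recombinant PI4K2A using PI as substrate and ATP, the latter dispensed at 300 microM. Reactions run one hour at ambient temperature before ADP-Glo detection; full inhibition defined by wells lacking enzyme.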
JMJD2A Tudor inh: JMJD2A Tudor domain (human) inhibition; hit rate 4.4% among 390,000; Potency, µM (top dose mostly 114 µM), without a hit: at the top dose activity change, negative = inhibition, hits mostly inhibitors; AlphaScreen JMJD2A-Tudor / H3K4me3 peptide binding; O75164; note: potency is the fitted concentration of half-maximal effect; % is set by controls: 0 for no effect and ±100 for the full control effect; nearly all actives have a fitted effect of over 50% in size
HP1b chromo inh: inhibitors of HP1-beta chromodomain binding to methylated histone tails; AlphaScreen HP1-beta / biotin-H3K9me3 peptide binding; AID 540317; hit rate 0.56% among 390,000; Potency, µM (titrated, usually from 114 µM), without a hit: at the top dose activity change, negative = inhibition, most hits filed as inhibitors; P83916; note: potency is the fitted concentration of half-maximal effect; nearly all actives have a fitted effect of over 70% in size; inactives centre near 23
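Compound inhibition of the preformed complex between 50 nM HP1-beta and 50 nM biotinylated H3K9me3 peptide was read by AlphaScreen. Buffer was PBS pH 7.4 with 0.01% Tween-20. Incubations ran 30 min at room temperature, with 10 ug/mL donor/acceptor beads.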
ERG-DNA inh: inhibitors of human ERG Ets domain-DNA interaction | Potency, µM (series often up to 76.9 µM), inactives show at the highest dose FP activity, negative = inhibition, usual class: inhibitors | hit rate 0.028% among 370,000 | P11308 | fluorescence polarization, His-ERG Ets domain / labelled DNA; active = well fitted inhibition curve with a large enough effect in the polarisation, with a control signal flat; inconclusive = small, poorly fitted or top-dose-only effect, or effect the other way, or a change in a side signal; inactive = no such curve, though single readings can be large or run the other way; the % refers to the polarisation;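 note: polarization taken with two DNA probes labelled with fluorescein and Texas red; potency is the fitted concentration of half-maximal effect; % of control where 0% means no effect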
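His-tagged ERG Ets domain (1 uM in the protein solution; 300mM KCl, 50mM Tris-HCl, 1mM EDTA, 1mM DTT, pH 7.5) received compound, then a probe mix of 5 nM fluorescein-DNA and 100nM Texas-615-DNA. Fluorescence polarization was read for both dyes.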
G9a inh: G9a (human) methyltransferase inhibition. G9a H3K9 monomethylation, AlphaScreen, 2 h. Potency, µM (top dose mostly 102 µM), for the others: top-dose activity, negative = inhibition, hits mostly inhibitors. hit rate 8.8% among 350,000. AID 504332. Q96KQ7; note: potency is the fitted concentration of half-maximal effect; % is set by controls: 0 for no effect and ±100 for the full control effect; nearly all actives have a fitted effect of over 75% in size
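Chemiluminescent proximity detection of H3K9 monomethylation, read after 10 min bead incubation in the dark. Reaction: 20 nM G9a, 500 nM biotin-H3K9 peptide, 20 uM SAM cofactor, 2 h, room temperature, following 15 min enzyme-compound preincubation.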
BAZ2B block: inhibitors of human BAZ2B bromodomain | Q9UIF8 | AlphaScreen BAZ2B-H3K14Ac peptide displacement | Potency, µM (top dose mostly 114 µM), without a hit: at the top dose activity change, negative = inhibition, most hits filed as inhibitors | hit rate 4.4% among 360,000 | AID 504333; note: potency is the fitted concentration of half-maximal effect; % is set by controls: 0 for no effect and ±100 for the full control effect; nearly all actives have a fitted effect of over 60% in size
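AlphaScreen displacement: compounds (up to 110uM) incubated 30 min at room temperature with a preformed 50 nM BAZ2B/50 nM biotinylated H3K14Ac peptide complex in PBS pH 7.4 with Tween-20. Donor and acceptor beads at 10 ug/mL final added, 20 min light-protected before reading.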
* hit, by the source's call; i = inactive; ? = inconclusive; / = no result given; & = joins results of further samples; [ ] = remark or other dose. Unless noted, calls come from the whole dose curve; as a rule, active = well fitted curve in the direction sought with a large enough effect; inconclusive = small, poorly fitted or top-dose-only effect, or another doubt; inactive = no such curve, though single readings can be large; an effect the other way counts as inactive or inconclusive.

SMILES	Pin1 inhibitor	GLS inhibitor	Tb PGK inh	PI4K2A inh	JMJD2A Tudor inh	HP1b chromo inh	ERG-DNA inh	G9a inh	BAZ2B block
COc1ccc(S(=O)(=O)N2CCOC2CNC(=O)C(=O)NCCc2c[nH]c3ccccc23)cc1C (stereo unspecified)	19%	-3%	-4%	-6	-33%	28%	7%	-6%	-37%
COc1ccc2c(C)c(C(=O)N3CC[C@@H](N4CCC(O)CC4)[C@H](O)C3)oc2c1	0%	9%	-2%	-3	4%	48%[activator]	-2%	4%	-1%
CCOC(=O)CCc1c(C)nc(SCCN2CCCC2)c(C#N)c1C	11%	17%	-9%	-5	-9%[57.1 µM]	51%[activator]	-5%	40µM*	-18%
Fc1ccc2cc(-c3ccccc3)ncc2c1	-1%	11%	-3%	-5	-3%	32%	-12%	/	/
CC1CCN(C(=O)COC(=O)CCC(=O)c2ccc(F)cc2)CC1	1%	-4%	-2%	-1	-16%	13%	12%	/	/
CCOc1ccc2nc3sc(C(=O)N4CCOCC4)c(N)c3cc2c1	10%	-4%	-8%	-6	-15%	11%	0%	?	-37%
O=C(NCCc1ccccn1)c1cncc(Br)c1	-3%	-10%	i	1	1%	39%[activator]	-6%	-2%[59 µM]	3%
Cc1ccccc1NC(=S)NC(NC(=O)N(C)C)C(Cl)(Cl)Cl (stereo unspecified)	2%	-3%	5%	1	-30%	10%	3%	/	?
Cc1cc(OC(C)C(=O)NCc2ccccn2)c2c(C)cc(=O)oc2c1 (stereo unspecified)	-6%	16%	-10%	-2	?	16%	-7%	-4%	0%
CC(C)CC(=O)Nc1nnc2n1CCS2	-3%	0%	-6%	-3	-24%	12%[57 µM]	-3%	?	-2%
COc1ccc(NC(=O)Nc2ccc3c(c2)CC(=O)N([C@H](C)CO)C[C@@H](C)[C@H](CN(C)C(=O)Nc2ccccc2)O3)cc1	-2%	9%	-1%	1	-15%	20%	-5%	/	/
Cc1ccc(S(=O)(=O)N2CCCN(S(=O)(=O)c3ccccc3Br)CC2)cc1	?	-1%	0%	1	-8%	57%[activator]	9%	/	/
CCCOc1ccc(Cc2c(O)nc(SC)[nH]c2=O)cc1C	0%	10%	3%	3	-5%	41%[activator]	-4%	10%[0.501 µM]	13%
CN(C(=O)COC(=O)c1cccc(S(=O)(=O)N(C)c2ccccc2)c1)C1CCCCC1	-9%	-12%	i	3	-2%	40%[activator]	2%	12%[12.7 µM]	6%
CCN(Cc1ccccc1)C(=O)CCNS(=O)(=O)c1ccc2c(c1)CC(C)N2C(C)=O (stereo unspecified)	-3%&-1%	1%&-1%	-10%	-2&-3	-3%&-1%	32%&56%	-1%&-1%	26%&11%[59 µM]	0%&-3%
CCOC(=O)C1CCCN(S(=O)(=O)c2cc(Br)cc3c2N(C(=O)C2CC2)CC3)C1 (stereo unspecified)	11%	-5%	-3%	5	-11%	21%	-12%	-29%[12.7 µM]	2%
O=c1c([N+](=O)[O-])cccn1Cc1cccc(Cl)c1	0%	-4%	-13%	-10	-4%	40%[activator]	-9%	-40%	-20%
COc1ccc(OC)c(NC(=O)N2CCCc3ccccc32)c1	-2%	6%	-2%	-1	-33%	9%	-13%	/	?
O=C(CCn1c(=O)c2cccn2c2ccc(F)cc21)NCCc1ccc(Cl)cc1	7%	2%	-4%	-2	-16%	12%	3%	-11%[59 µM]	-8%
CC1Cc2ccccc2N1Cc1ccc([N+](=O)[O-])cc1 (stereo unspecified)	-5%	-6%	-1%	3	45µM*	32µM*	-6%	40µM*	35µM*
Cc1ccc(NC(=O)Cn2c(O)c(N=NC(=O)c3cc4ccccc4cc3O)c3ccccc32)cc1	-10%	10%	i	11	-27%	12%	6%	?	-34%
Cc1cccc(C(=O)NNC(=O)CN2C(=O)c3ccccc3C2=O)c1	7%	13%	i	-1	-5%	17%	-3%	10%	-5%
O=C1NC(=O)/C(=C\c2ccc(OCc3cccc([N+](=O)[O-])c3)cc2)N1	9%	0%	-3%	1	-5%	21%	-8%	9%	3%
O=C(Nc1nnc(C2CC2)s1)c1cc2ccccc2o1	31%[activator]	-1%	9%	0	-3%	49%[activator]	1%	14µM*	4%
COc1ccc(OC)c(NC(=O)c2cccnc2Sc2ccccc2)c1	4%	5%	7%	0	-5%	13%	-2%	13%[59 µM]	-37%

(next part)
SMILES	Pin1 inhibitor	GLS inhibitor	Tb PGK inh	PI4K2A inh	JMJD2A Tudor inh	HP1b chromo inh	ERG-DNA inh	G9a inh	BAZ2B block
CCOC(=O)CSc1nc2ccc(NC(=O)c3ccc(C)cc3)cc2s1	27%	-3%	-9%	-1	-9%	31%[activator]	0%	-9%[59 µM]	2%
CC(=O)Nc1ccc(C(=O)c2ccccc2)cc1	5%	2%	i	3	-6%	46%[activator]	4%	3%	-25%
COc1ccc(C(=O)Nc2ccc3c(c2)CCCN3S(=O)(=O)c2ccc(C)cc2)c(OC)c1	15%	-2%	-6%	-1	1%	38%	7%	18%[59 µM]	-16%
Cc1cc([N+](=O)[O-])ccc1Nc1nc2ccccc2n2cnnc12	22%	-9%	3%	2	-8%	42%[activator]	5%	4%	-28%
Nc1nc(SCC(=O)Nc2ccc(OC(F)(F)F)cc2)[nH]c(=O)c1NC(=O)c1ccc(Br)o1	1%	-4%	-1%	-1	-8%	13%	-2%	1%[12.7 µM]	-7%
Cc1cc(C2=NNC(=Nc3ccccc3)SC2)c(C)n1C	4%	10%	-8%	-8	?	?	3%	8.9µM*	?
Cc1cccc(NC(=O)c2csnn2)n1	-3%	2%	2%	3	1%	24%	7%	?	-1%
O=C(/C=C/c1ccco1)N1CCN(S(=O)(=O)c2cccs2)CC1	8%	-12%	-13%	-8	?	?	10%	40µM*	?
Cn1c2ccccc2c2c(C(=O)NCC3CCCO3)cn(C3CCCC3)c(=O)c21 (stereo unspecified)	-11%	9%	-1%	0	?	11%	-10%	-7%[59 µM]	9%
OCCC1CN(Cc2cccn2-c2ncccn2)CCN1Cc1ccc(F)cc1 (stereo unspecified)	-11%	-10%	i	14	-15%	-8%	12%	/	-5%
O=C(O)CSCC(=O)c1ccccc1	-4%	2%	/	-5	-7%	53%[activator]	/	-44%[59 µM]	/
CCOC(=O)c1oc2ccc(S(=O)(=O)n3nc(-c4ccccc4)cc3N)cc2c1C	5%	-1%	-1%	-1	-23%	40%[activator]	-2%	-7%	1%
CCOc1ccc2[nH]c(O)c(NC(C)=O)c2c1	-2%	0%	i	1	-11%	18%	/	?	4%
Cc1cccc(N2CCN(C(=O)CS(=O)(=O)Cc3nc(-c4ccccc4F)oc3C)CC2C)c1 (stereo unspecified)	7%	11%	7%	0	-35%	10%	15%	?	?
Cc1noc(C)c1C(=O)N(CC(=O)NC1CCCC1)Cc1ccccc1F	-5%	0%	/	5	-6%	9%	/	1%[59 µM]	2%
COc1ccc(N2CCN(CC(=O)c3ccc(O)c(C)c3O)CC2)cc1	0%	-5%	-1%	6	?	-6%[57 µM]	-3%	40µM*	?
COc1cc(OC)cc(C(=O)N2CCC3(CC2)NCCc2[nH]cnc23)c1	1%	2%	-2%	11	-25%	35%[activator]	4%	/	?
CC(C)CCNC(=O)NC(=O)COc1ccccc1C#N	-1%	-11%	i	-5	-19%	12%	0%	-1%[12.7 µM]	-2%
CCOC(=O)C1=C(C)N(CCCC(=O)O)C(=O)NC1c1ccccc1 (stereo unspecified)	-7%	5%	1%	1	-17%	24%	-3%	/	/
O=C1CN=C(Nc2cccc(C(F)(F)F)c2)N1C1CCCC1	-5%	-3%	-4%[11.5 µM]	2	-22%	48%[activator]	/	?	-10%
N#CC(Cc1ccc(OC(F)F)cc1)c1nc2ccccc2[nH]1 (stereo unspecified)	1%	1%	i	0	-3%	50%[activator]	2%	-7%	1%
Cc1cc(C)n(-c2ccc(C(=O)OCC(=O)N3CCN(c4ccccc4)CC3)cc2)n1	-3%	31%[activator]	-7%	-1	-25%	24%	-2%	/	/
COc1ccc(C)cc1NC(=O)CCN1CC(C)OC(C)C1 (stereo unspecified)	4%	-3%	-10%	-4	-17%	29%	-5%	?	-25%
Cc1ccc(NC(=O)C(C)c2ccc(-c3ccccc3)c(F)c2)c(C)c1 (stereo unspecified)	7%	18%	1%	12	-8%	13%	-7%	-2%[12.7 µM]	7%
CC(=O)N1c2ccc(S(=O)(=O)N3CCN(c4cccc(Cl)c4)CC3)cc2CC1C (stereo unspecified)	7%	7%	8%	1	-10%	22%	5%	-22%[59 µM]	/
CC1CCCN(c2ccc(C(=O)OCC(=O)N3c4ccccc4Sc4ccccc43)cc2[N+](=O)[O-])C1 (stereo unspecified)	-12%	-1%	i	0	-26%	8%	/	?	-35%
C=CCN(c1ccc(C(=O)Nc2ccc(C)c(C)c2)cc1)S(C)(=O)=O	-2%	3%	i	-1	-12%	21%	3%	-2%[59 µM]	6%
COc1ccc(-c2c(C)c3cc(O)ccc3oc2=O)cc1	0%	-6%	-1%	6	-1%	60%[activator]	6%	-5%	-35%
COc1ccccc1C(=O)OCC(=O)NC(C)CCc1ccccc1 (stereo unspecified)	1%	-17%	-4%	1	-2%	69%[activator]	-10%	-3%[2.33 µM]	1%
COc1ccc(C(=O)CSc2ccc3nnc(-c4cccnc4)n3n2)cc1	5%	0%	3%	-4	-7%	34%	3%	-4%	/
